Screens deposited in PubChem BioAssay by several laboratories.
PPARg SRC3 recr: agonists of human PPARgamma SRC-3 coactivator recruitment; P37231; biochemical PPARgamma/SRC-3 coactivator recruitment assay; activation, % at 8 µM; hit rate 0.26% among 200,000; AID 731; in the data active = activation above about 23%;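 also: 0% = DMSO and 100% = reference agonist; some compounds past the cut are filed as inactive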
DTT redox prof: compounds producing H2O2 with reducing agent – biochemical, NIH compound library profiling, artefact control for MLSCN library redox annotation, primary screen; DTT-dependent redox cycling H2O2, phenol red/HRP absorbance; 100% = 100 µM peroxide control, 0% = buffer; activation, % at 10 µM; hit rate 0.03% among 200,000;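 active = activation of at least 50% relative to the plate's high and low controls in the primary single-dose screen; inactive = activation below 50%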;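 also: compound incubated with DTT at 0.8 mM final as the reducing agent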
TLR4 MyD88 comp: inhibitors of human TLR4-MyD88 binding; hit rate 0.18% among 200,000; HeLa CL3-4 TLR4/MyD88 BLA complementation, FRET ratio; inhibition, % at 8.4 µM; in the data active = inhibition above about 25%;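 also: 0% = vehicle and 100% = reference inhibitor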
Target sequence (O00206 whole entry, looked up): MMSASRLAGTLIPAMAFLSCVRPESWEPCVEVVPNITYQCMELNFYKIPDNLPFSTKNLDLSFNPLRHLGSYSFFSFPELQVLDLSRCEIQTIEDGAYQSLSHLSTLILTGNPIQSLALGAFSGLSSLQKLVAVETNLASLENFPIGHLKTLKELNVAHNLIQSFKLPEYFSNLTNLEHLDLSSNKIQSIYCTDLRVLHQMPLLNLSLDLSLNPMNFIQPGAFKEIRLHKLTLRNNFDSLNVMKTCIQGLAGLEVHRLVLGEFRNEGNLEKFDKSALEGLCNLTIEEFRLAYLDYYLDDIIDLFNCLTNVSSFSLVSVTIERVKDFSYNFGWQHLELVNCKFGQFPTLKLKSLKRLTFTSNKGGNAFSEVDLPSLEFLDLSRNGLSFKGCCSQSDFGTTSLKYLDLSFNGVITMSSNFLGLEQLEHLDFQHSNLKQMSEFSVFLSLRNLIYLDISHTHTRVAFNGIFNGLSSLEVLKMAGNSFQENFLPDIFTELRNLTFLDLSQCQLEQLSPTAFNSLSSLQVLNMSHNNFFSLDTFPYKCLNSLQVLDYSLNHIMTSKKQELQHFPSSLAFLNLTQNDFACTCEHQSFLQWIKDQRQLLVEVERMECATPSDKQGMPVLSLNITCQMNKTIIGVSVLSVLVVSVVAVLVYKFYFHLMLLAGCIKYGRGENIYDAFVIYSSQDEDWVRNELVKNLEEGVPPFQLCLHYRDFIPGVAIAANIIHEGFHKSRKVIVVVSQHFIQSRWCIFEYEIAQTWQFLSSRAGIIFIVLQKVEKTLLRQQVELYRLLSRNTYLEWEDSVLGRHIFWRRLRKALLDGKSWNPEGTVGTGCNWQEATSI
Target sequence (Q99836 whole entry, looked up): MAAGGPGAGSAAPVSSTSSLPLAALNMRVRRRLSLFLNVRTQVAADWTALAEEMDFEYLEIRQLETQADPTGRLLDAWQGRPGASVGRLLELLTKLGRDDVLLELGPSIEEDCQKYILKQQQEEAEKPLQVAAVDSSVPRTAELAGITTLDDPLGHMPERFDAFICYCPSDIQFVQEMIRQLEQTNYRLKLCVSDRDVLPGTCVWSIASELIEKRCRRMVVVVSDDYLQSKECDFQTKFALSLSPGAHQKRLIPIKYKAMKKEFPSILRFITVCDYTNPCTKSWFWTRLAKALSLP
ROMK mod: modulates human ROMK potassium channel activity; P48048; Tet-inducible ROMK, thallium flux fluorescence; actives lie on both sides; B-score at 10 µM; hit rate 2% among 130,000;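 active = signal ratio slope over the read window, or its plate-corrected B-score, at least 3 SD from the plate mean, either direction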;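 also: B-score of the F/F0 ratio slope over 7 to 12 s after thallium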
TR-FRET SRC-2 ct: TR-FRET artefact, counter-screen to PPARgamma/SRC-2 agonist assay; stronger effect = higher value; TR-FRET ratio at 8 µM; hit rate 0.4% among 200,000; AID 1049; in the data active = TR-FRET ratio above about 2000; also: inactives centre near 1500; reference of the scale not given here
bIAP activator: intestinal alkaline phosphatase (bovine) activation; hit rate 0.17% among 200,000; purified bovine IAP, CDP-star luminescence, 30 min; stronger effect = higher value; fold of DMSO-control signal, blank-subtracted; AID 1016; activation factor at 20 µM;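 active = activation factor of 2 or more at 20 µM, a signal rise over negative controls twice the positive control's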
L major viab: inhibitors of Leishmania major promastigote growth; AID 1063; inhibition, % at 10 µM; hit rate 9% among 200,000; Leishmania major promastigotes, resazurin fluorescence viability; in the data active = inhibition above about 50%;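 also: promastigotes grown with compound for 44 hours at 28 °C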
PPARg SRC2 recr: promotes SRC-2 coactivator recruitment by human PPARgamma; P37231; PPARgamma LBD-SRC-2 recruitment, biochemical; activation, % at 8 µM; hit rate 0.34% among 200,000; AID 1032; in the data active = activation above about 22%;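 also: 0% = vehicle and 100% = reference agonist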
PPARg SRC-1 ag: PPARgamma-driven SRC-1 recruitment agonism | hit rate 0.41% among 200,000 | AID 631 | P37231 | PPARgamma-SRC-1 coactivator recruitment biochemical assay | activation, % at 8 µM; in the data active = activation above about 19%;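 also: 0% = DMSO and 100% = reference agonist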
S1P3 antagonist: S1P3 (human) receptor antagonism; inhibition, % at 4.98 µM; CHO S1P3 NFAT-BLA reporter, FRET fluorescence, antagonist mode; hit rate 0.27% among 170,000;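 active = inhibition above the plate cutoff, the mean inhibition of test wells on that plate plus 3 SD, cut at about 28% in these data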;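 also: cells challenged with S1P at its EC80 of 0.8 µM; blue over green emission ratio from cleaved BLA substrate after 4 h stimulation; 0% = S1P-stimulated wells and 100% = unstimulated DMSO-only wells; some compounds past the cut are filed as inactive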
bIAP inh: blocks bovine intestinal alkaline phosphatase activity | purified bovine IAP, CDP-star luminescence, 30 min | inhibition, % at 20 µM | 190,000 tested, under 10 active | AID 1019;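 active = over 50% inhibition of intestinal alkaline phosphatase at 20 µM in the single-dose screen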
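Assay system: bovine IAP enzyme; medium: DEA buffer 100 mM, pH 9.8, with MgCl2 1.0 mM, ZnCl2 0.02 mM; doses: 20 µM single dose; incubation: enzyme reaction for 30 min at room temperature; detection: CDP-star luminescence signal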
Starred values were filed as active, the others as inactive; . = not tested or not shown.

SMILES	PPARg SRC3 recr	DTT redox prof	TLR4 MyD88 comp	ROMK mod	TR-FRET SRC-2 ct	bIAP activator	L major viab	PPARg SRC2 recr	PPARg SRC-1 ag	S1P3 antagonist	bIAP inh
COc1ccc(NC(=O)CN(Cc2ccccc2)S(C)(=O)=O)cc1OC	-1	0.3	6	.	1566	0.1	-6	4	0	1	.
Cc1cc(C)cc(NC(=O)C(=O)NCCCN2CCOCC2)c1	1	-1.4	-13	.	1544	1	-5	3	11	-2	-1
O=S(=O)(NC1=NCCCCC1)c1ccc(Cl)cc1	-3	-2.6	-8	-0.36	1535	0.9	1	-8	1	3	10
CCN1C(=O)c2cccc3c(S(=O)(=O)NCc4ccco4)ccc1c23	-12	1.5	19	-0.54	1505	0.6	43	-3	-3	-19	36
c1coc(-c2nc3c([nH]2)CCc2nonc2-3)c1	-9	0.1	0	0.37	1559	0.8	20	7	-4	.	16
O=C(COC(=O)C1CC1)Nc1ccc2[nH]c(=O)[nH]c2c1	0	-1.1	1	0.07	1754	1	1	2	11	-7	2
CC(C)NC(=O)CN(C)S(=O)(=O)c1ccc(F)cc1	-4	1.8	-7	0.067	1684	0.9	-8	1	2	-10	7
COc1ccc(/C=C/C(=O)NCCc2ccc(OC)c(OC)c2)cc1	6	0.2	-13	.	1648	0.9	43	5	10	-2	11
CN(C)Cc1cc(C(C)(C)c2cc(CN(C)C)c(O)c(CN(C)C)c2)cc(CN(C)C)c1O	1	-2.1	17	.	1602	1	-4	-1	1	-21	-2
Clc1ccc(CNC23CN4CN(CN(C4)C2)C3)c(Cl)c1	5	-0.1	-7	-0.64	1596	1.1	-5	1	7	6	-5
CC(=O)c1c(COC(=O)c2ccccc2)nc2ccccc2[n+]1[O-]	-9	0.2	1	2.4	1381	1	-6	4	1	.	1
O=C(CSc1nnc(CNc2ccc(F)cc2)n1Cc1ccco1)N1CCCC1	-1	-0.8	3	.	1525	1	-5	11	2	-7	-4
CC(C)Sc1nc2c(c(=O)[nH]c(=O)n2C)n1CC(O)COc1ccccc1 (stereo not given)	2	0.7	-1	-1.6	1692	1.1	0	9	9	4	-9
Cc1ccc(N(CC(=O)N/N=C/c2cccnc2)S(=O)(=O)c2ccccc2)cc1	7	0.4	8	-1.4	1371	0.9	28	9	-5	-13	14
CCC(c1nnnn1Cc1ccc2c(c1)OCO2)N1CCN(c2ccc(OC)cc2)CC1 (stereo not given)	-6	1.4	-4	.	1618	1.1	71*	2	-2	10	-7
CCCCCc1nnc(N)s1	-4	1.0	-6	-0.068	1587	0.9	-8	-1	3	.	13
OCc1nc2ccccc2n1CC(O)COc1ccccc1 (stereo not given)	2	3.0	-9	.	1533	1.1	-4	-4	-6	-3	-8
COCCNc1nc2c(c(=O)n(C)c(=O)n2C)n1Cc1cccc(C(F)(F)F)c1	12	0.6	-7	0.34	1480	1	-7	6	-2	.	1
CCN(CC)C(=O)CSc1nc(N)c(C#N)c(-c2cccs2)c1C#N	11	1.9	3	-1.3	1495	0.5	-4	-1	-5	.	45
CCN(Cc1ccccc1)C(=O)Cn1c(=O)oc2ccccc21	3	-0.6	-1	-0.077	1670	0.9	-10	10	1	-8	12
COc1ccc(-c2noc(CCC(=O)N3CCC(C)CC3)n2)cc1	14	-1.9	9	.	1580	1	-4	11	4	.	-1
O=C(NCc1ccccn1)c1cc(-c2ccccc2)on1	2	1.0	-4	1.8	1472	0.9	-7	5	-4	3	11
O=C(Nc1nc(-c2ccccn2)cs1)C1COc2ccccc2O1 (stereo not given)	4	0.0	11	.	1569	0.9	77*	6	14	-27	5
Cc1ncc([N+](=O)[O-])n1CCOC(=O)c1ccccc1	2	0.3	-9	.	1691	1	-5	-12	-6	8	3
Clc1ccc2oc(-c3ccccn3)nc2c1	4	2.7	6	.	1451	0.9	-4	-5	-4	10	6
O=C(NC(=S)N1CCN(C2CCCCC2)CC1)c1ccccc1	3	0.0	-8	0.044	1542	1.1	10	10	7	-14	-8
CCNC(=O)CC1C(=O)N(c2ccc(F)cc2)C(=O)N1CCc1sccc1C (stereo not given)	-1	-1.1	3	-0.021	1691	1	-8	1	3	-7	-3
O=C(CSc1nc2ccccc2c(=O)n1CCCN1CCOCC1)Nc1cccc(S(=O)(=O)N2CCCCCC2)c1	3	0.0	-5	-1.1	1570	0.7	74*	4	4	-12	25
CN1CCN(C(=O)c2cc(COc3ccc(F)cc3Cl)on2)CC1c1ccccc1 (stereo not given)	0	-1.1	-4	-0.3	1698	1.1	11	3	9	2	-6
COC(=O)CN1C(=O)N/C(=C/c2cc(Cl)c(OC)c(OC)c2)C1=O	-1	-0.5	-5	.	1422	1.1	-2	-5	-6	21	-9
O=c1[nH]c(-c2ccc(F)cc2)nc2c1sc(=S)n2-c1ccccc1	7	-0.1	-3	.	1792	0.9	14	5	2	12	8
O=C(Nc1cccnc1)c1ccc(Oc2ccccc2)cc1	8	1.8	-5	.	1711	0.8	90*	-1	4	-22	24
O=S(=O)(c1ccccc1)N1CCN(c2ccnc3cc(Cl)ccc23)CC1	3	-0.1	-2	0.63	1526	1.1	41	1	19	-8	-7
CCN(CC)S(=O)(=O)c1ccc(C(=O)OCn2c(SC)nnc(C)c2=O)cc1	0	-0.2	1	-0.36	1615	0.7	5	1	1	-1	26
Cc1cc(C)cc(NC(=O)C(c2ccccc2)N2CCCC2)c1 (stereo not given)	-5	-0.1	0	-0.87	1536	1	21	2	-9	5	1
Cc1ccc(OCC(=O)N2CCN(S(=O)(=O)c3ccc(Cl)cc3)CC2)c([N+](=O)[O-])n1	-3	0.5	-2	.	1463	1	7	1	7	-10	5
COCCOC(=O)c1c(C)oc2cc(Br)c(OCC(N)=O)cc12	1	-0.3	-9	-2	1406	1	2	7	5	-10	-1
CC(C)c1ccc(-c2nnn(Cc3nc4ccccc4s3)n2)cc1	-2	0.7	6	.	1820	0.8	-5	7	11	-28	18
Cc1nc2ccccc2c2c1C(=O)N(C(C)C)C2=O	2	2.3	-14	.	1429	0.9	5	-2	1	31	10
O=C(COc1ccc([N+](=O)[O-])cc1)Nc1ccc2c(c1)OCO2	5	0.4	2	-0.003	1616	1.1	-8	4	0	16	-9
Cc1ccc(OCC(=O)N2CCCCCC2)c(C)c1	12	-2.4	-1	.	1570	0.9	2	-3	-5	-42	8
Cc1ccc(C(=O)NNC(=O)CCCN2C(=O)/C(=C/c3ccccc3Cl)SC2=S)cc1	1	-0.3	3	.	1562	0.9	21	13	1	3	13
O=c1c2ccccc2nc2n1CCN2	-3	1.8	5	1.2	1619	1	-4	4	7	-11	2
O=C(NCCN1CCCC1)c1ccc2c(=O)n(CCc3ccccc3)c(=O)[nH]c2c1	5	-2.4	1	.	1591	1	9	5	5	.	0
Cc1cc(C)nc(SCC(=O)N(C)C)n1	-1	-0.9	-6	0.31	1467	1	-5	1	-1	-16	-1
O=C1/C(=C/c2cccnc2)CCC/C1=C\c1cccnc1	3	-0.2	7	-4.6*	1634	0.8	100*	6	-4	-11	18
COc1ccc(N2CCN(Cc3nc4scc(-c5ccccc5)c4c(=O)[nH]3)CC2)cc1	0	0.0	1	-0.59	1484	1	62*	-6	-2	3	2
COc1cc(NS(=O)(=O)c2ccc(NC(=S)NC(=O)c3cccs3)cc2)nc(OC)n1	1	0.2	-1	0.3	1671	0.9	33	7	5	-17	6
Cc1ccc(C(=O)c2sc(Nc3ccccc3)c(C#N)c2N)cc1	3	0.1	8	.	1668	0.9	74*	-8	3	7	13
CCOC(=O)c1cnc2nc(COc3ccccc3)[nH]n2c1=O	10	-0.5	10	0.64	1594	1	-11	7	8	5	1

5 records picked at random from the list so far:
SMILES	PPARg SRC3 recr	DTT redox prof	TLR4 MyD88 comp	ROMK mod	TR-FRET SRC-2 ct	bIAP activator	L major viab	PPARg SRC2 recr	PPARg SRC-1 ag	S1P3 antagonist	bIAP inh
Cc1nc2ccccc2c2c1C(=O)N(C(C)C)C2=O	2	2.3	-14	.	1429	0.9	5	-2	1	31	10
O=C1/C(=C/c2cccnc2)CCC/C1=C\c1cccnc1	3	-0.2	7	-4.6*	1634	0.8	100*	6	-4	-11	18
O=C(NCc1ccccn1)c1cc(-c2ccccc2)on1	2	1.0	-4	1.8	1472	0.9	-7	5	-4	3	11
COCCNc1nc2c(c(=O)n(C)c(=O)n2C)n1Cc1cccc(C(F)(F)F)c1	12	0.6	-7	0.34	1480	1	-7	6	-2	.	1
O=c1c2ccccc2nc2n1CCN2	-3	1.8	5	1.2	1619	1	-4	4	7	-11	2

Next structures follow.
SMILES	PPARg SRC3 recr	DTT redox prof	TLR4 MyD88 comp	ROMK mod	TR-FRET SRC-2 ct	bIAP activator	L major viab	PPARg SRC2 recr	PPARg SRC-1 ag	S1P3 antagonist	bIAP inh
COc1ccc(OC)c(C2C3=C(CCCC3=O)NC3=C2C(=O)CCC3)c1	1	0.0	1	-0.36	1684	1	-1	-8	-1	.	2
COC(=O)C1=C(C)NC(=O)NC1c1ccccc1 (stereo not given)	1	-1.0	-13	.	1634	1.1	3	4	-3	-13	-8
O=C(Nc1ccccc1N1CCCCC1)c1ccco1	12	-4.2	2	.	1525	0.9	-3	8	8	.	12
Cc1cc(C)c2nc(-c3ccccn3)cc(C(=O)NCc3ccco3)c2c1	8	3.1	-1	1.3	1580	1	24	-3	1	-4	-2
COc1ccc(C2CCCN2C(=O)Nc2ccccc2)cc1OC (stereo not given)	-13	-0.8	1	.	1370	1	0	-4	-1	.	2
COc1ccc(-c2c[n+]3c(n2-c2ccccc2)SCC3)cc1OC	2	-1.6	-15	0.26	1620	1	-4	3	6	-14	4
CCOC(=O)c1sc(NC(=O)Cn2nnc3sc4c(c3c2=O)CCCC4)nc1C	-1	-0.1	-10	.	1654	1	-7	4	3	.	4

Entries of single compounds from above:
CCOC(=O)c1sc(NC(=O)Cn2nnc3sc4c(c3c2=O)CCCC4)nc1C is listed with PPARg SRC3 recr = -1; DTT redox prof = -0.1; TLR4 MyD88 comp = -10; ROMK mod = .; TR-FRET SRC-2 ct = 1654; bIAP activator = 1; L major viab = -7; PPARg SRC2 recr = 4; PPARg SRC-1 ag = 3; S1P3 antagonist = .; bIAP inh = 4
COc1ccc(-c2c[n+]3c(n2-c2ccccc2)SCC3)cc1OC is listed with PPARg SRC3 recr = 2; DTT redox prof = -1.6; TLR4 MyD88 comp = -15; ROMK mod = 0.26; TR-FRET SRC-2 ct = 1620; bIAP activator = 1; L major viab = -4; PPARg SRC2 recr = 3; PPARg SRC-1 ag = 6; S1P3 antagonist = -14; bIAP inh = 4
O=C(Nc1ccccc1N1CCCCC1)c1ccco1 is listed with PPARg SRC3 recr = 12; DTT redox prof = -4.2; TLR4 MyD88 comp = 2; ROMK mod = .; TR-FRET SRC-2 ct = 1525; bIAP activator = 0.9; L major viab = -3; PPARg SRC2 recr = 8; PPARg SRC-1 ag = 8; S1P3 antagonist = .; bIAP inh = 12

Results in PPARg SRC2 recr and bIAP activator, for three of the compounds above:
SMILES	PPARg SRC2 recr	bIAP activator
COc1ccc(OC)c(C2C3=C(CCCC3=O)NC3=C2C(=O)CCC3)c1	-8	1
COC(=O)C1=C(C)NC(=O)NC1c1ccccc1 (stereo not given)	4	1.1
O=C(Nc1ccccc1N1CCCCC1)c1ccco1	8	0.9
